# pAkt inh – inhibitors of Akt phosphorylation; activity change, % for hits at 50 µM; Neuro2A IGF-stimulated pAkt S473 HTRF, 20 min; hits give low values; 360,000 compounds, 0.32% hits; in the data active = activity change below about -80%; inconclusive = mostly about -51% to -80%; note: % is set by controls: 0 for no effect and ±100 for the full control effect
#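 Neuro2A cells (4,500/well, DMEM with 0.5% FBS) were treated with compound at a single 50 µM final concentration, stimulated with 6 nM IGF for 20 min at 37 °C, and lysed. Phospho-Akt Ser473 was read by HTRF as 665/615 ratio ×10^4.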
# EPAC2 agonist – agonists of human EPAC2 (RAPGEF4); EPAC2 activation, biochemical qHTS; response scale: 100% = 6.5 mM cAMP response; Q8WZA2; 360,000 compounds, 0.079% hits; Potency, µM (titrated, usually from 154 µM), for inactives: top-dose activation, usual class: activators; note: potency is the fitted concentration of half-maximal effect; nearly all actives have a fitted effect of over 50% in size
# Target sequence (Q8WZA2 whole entry, looked up): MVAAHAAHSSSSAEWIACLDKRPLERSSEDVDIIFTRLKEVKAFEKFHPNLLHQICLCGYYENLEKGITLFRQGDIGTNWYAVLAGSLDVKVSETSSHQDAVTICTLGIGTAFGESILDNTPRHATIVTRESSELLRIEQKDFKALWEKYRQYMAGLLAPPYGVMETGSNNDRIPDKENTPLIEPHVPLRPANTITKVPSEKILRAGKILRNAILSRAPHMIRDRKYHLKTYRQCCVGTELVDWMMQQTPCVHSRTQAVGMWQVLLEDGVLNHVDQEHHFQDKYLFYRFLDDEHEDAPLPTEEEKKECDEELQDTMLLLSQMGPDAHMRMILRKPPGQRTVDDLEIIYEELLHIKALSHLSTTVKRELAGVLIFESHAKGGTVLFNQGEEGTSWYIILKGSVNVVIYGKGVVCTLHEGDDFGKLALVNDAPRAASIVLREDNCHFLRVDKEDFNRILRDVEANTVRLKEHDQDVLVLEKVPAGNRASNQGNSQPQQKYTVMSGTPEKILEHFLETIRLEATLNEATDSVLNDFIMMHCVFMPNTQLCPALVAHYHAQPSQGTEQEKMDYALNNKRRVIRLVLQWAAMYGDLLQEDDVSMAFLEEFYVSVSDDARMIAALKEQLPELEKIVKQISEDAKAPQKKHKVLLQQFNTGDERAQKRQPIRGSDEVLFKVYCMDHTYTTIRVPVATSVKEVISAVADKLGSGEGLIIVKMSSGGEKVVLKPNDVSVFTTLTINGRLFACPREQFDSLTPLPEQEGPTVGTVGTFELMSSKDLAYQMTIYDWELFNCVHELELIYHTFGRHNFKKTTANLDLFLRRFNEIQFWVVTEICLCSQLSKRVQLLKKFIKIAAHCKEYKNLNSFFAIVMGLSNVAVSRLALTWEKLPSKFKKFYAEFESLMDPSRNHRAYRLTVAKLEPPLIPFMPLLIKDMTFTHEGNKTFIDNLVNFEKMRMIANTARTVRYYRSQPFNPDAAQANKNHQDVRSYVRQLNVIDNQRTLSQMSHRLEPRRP
#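 Fluorescence exchange assay: 100 nM EPAC2 with 250 nM RAP1B-BODIPY-GDP and 50 uM GDP; compounds tested as a concentration-titration series (qHTS). Loss of Rap1-bound BODIPY-GDP fluorescence read at 480/540 nm; data normalized to 6.5 mM cAMP.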
# A549 viability – counter-screen for Nrf2 inhibitors: cytotoxicity in A549 cells | A549 ARE-Fluc cells, CellTiter-Fluor viability, 18-24 h | Potency, µM (titrated, usually from 46 µM), for inactives: at the top dose activity change, negative = cytotoxicity, actives largely listed as inhibitors | 390,000 compounds, 0.16% hits | AID 504648; note: potency is the fitted concentration of half-maximal effect; % is set by controls: 0 for no effect and ±100 for the full control effect
#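 A549 ARE_Fluc cells in 5% FBS OPTI-MEM were exposed to compounds in concentration-response for 18-24 h at 37 deg C. Viability was read by CellTiter-Fluor fluorescence (Ex 405/Em 525) after 30 min, before the luciferase read.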
# EPAC2 antag – EPAC2 (human) antagonism | Q8WZA2 | EPAC2 GEF exchange of Rap1B-BODIPY-GDP, fluorescence | Potency, µM (highest dose often 114 µM), for the others: at the top dose activity, negative = inhibition, hits mostly inhibitors | 360,000 compounds, 0.18% hits; note: potency is the fitted concentration of half-maximal effect; % is set by controls: 0 for no effect and ±100 for the full control effect; nearly all actives have a fitted effect of over 45% in size; many of its hits are not listed in these tables
# TGFb inhibitor – inhibitors of TGF-b signaling; 410,000 compounds, 1.2% hits; Potency, µM (highest dose often 46.1 µM), for inactives: at the highest dose activity, negative = inhibition, hits mostly inhibitors; HepG2 CAGA-GFP TGF-b/SMAD3 reporter, GFP fluorescence, 18 h; TGF-beta stimulated, 500 pg/mL final; note: potency is the fitted concentration of half-maximal effect; % is set by controls: 0 for no effect and ±100 for the full control effect; nearly all actives have a fitted effect of over 65% in size
#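 TGF-beta reporter screen: HEPG2 CAGA-GFP, 1% FBS, 500 pg/mL TGF-beta final, 18 h; per-cell GFP summed per well; curves fitted and categorized by class.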
# CCT modulator – modulators of cytosolic chaperonin (CCT/TRiC) activity | purified chaperonin ATPase assay, HTRF ADP detection, 30 min | 360,000 compounds, 0.3% hits | activity change, % (no concentration beside the values), hits read low | AID 651819; in the data active = activity change below about -30%; note: % is set by controls: 0 for no effect and ±100 for the full control effect
#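 Nucleotide hydrolysis assay: TRiC at 20–40 nM final (set by batch activity) with 10 uM ATP, 30 min at 37 °C, in presence of 76 uM compound. Detection by competitive ADP HTRF, 30 min ambient.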
# Nrf2 inh – inhibitors of Nrf2 signaling. 360,000 compounds, 2.1% hits. A549 ARE-Fluc reporter, luciferase luminescence, 18-24 h. AID 504444. Potency, µM (series often up to 46 µM), inactives show at the highest dose activity change, negative = inhibition, hits mostly inhibitors; note: potency is the fitted concentration of half-maximal effect; % is set by controls: 0 for no effect and ±100 for the full control effect; nearly all actives have a fitted effect of over 60% in size
#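 A549 ARE_Fluc cells, 5000/well, 5% FBS OPTI-MEM; compounds in dose-response, 18-24 h at 37 °C/5% CO2; CellTiter-Fluor viability read (Ex 405/Em 525), then BugLite luciferase luminescence = Nrf2 activity.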
# Nrf2 activator – activates Nrf2 signaling. AREc32 ARE-luciferase reporter (MCF7-derived line), luminescence, 24 h. Potency, µM (top dose mostly 46.1 µM), for the others: at the highest dose activation, most hits filed as activators. 410,000 compounds, 0.31% hits; note: potency is the fitted concentration of half-maximal effect; % of control where 0% means no effect; nearly all actives have a fitted effect of over 65% in size
#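 AREc32_Fluc, 1000 cells/well, OPTI-MEM + 5% FBS, o/n 37 deg C 5% CO2; 23 nL cpd by pin tool, 24 hr; Steady-Glo 30 min RT, luminescence.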
# MmCpn inh – inhibitors of Methanococcus maripaludis chaperonin (MmCpn); purified Mm-Cpn ATPase, ADP Transcreener TR-FRET; Potency, µM (highest dose often 76.9 µM), for the others: at the top dose activity, negative = inhibition, most hits filed as inhibitors; 330,000 compounds, 0.031% hits; AID 504842; note: potency is the fitted concentration of half-maximal effect; % is set by controls: 0 for no effect and ±100 for the full control effect; nearly all actives have a fitted effect of over 80% in size
#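 ATPase read-out: TR-FRET ADP immunoassay (anti-ADP Eu cryptate vs ADP-d2), ex 320 nm, em 590/665 nm; signal drops as ADP forms. Enzyme 25 nM, ATP 10 uM, 30 min at 37°C after 10 min compound preincubation.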
# Starred values were filed as active, the others as inactive; i = inactive; ? = inconclusive; nt = not tested or not shown. Unless noted, calls come from the whole dose curve; as a rule, active = well fitted curve in the direction sought with a large enough effect; inconclusive = small, poorly fitted or top-dose-only effect, or another doubt; inactive = no such curve, though single readings can be large; an effect the other way counts as inactive or inconclusive. Only part of the results is shown; rates above refer to the full screens.
SMILES,pAkt inh,EPAC2 agonist,A549 viability,EPAC2 antag,TGFb inhibitor,CCT modulator,Nrf2 inh,Nrf2 activator,MmCpn inh
C=CCOc1cccc(C2C(C(=O)c3ccc(C)o3)=C(O)C(=O)N2Cc2ccncc2)c1 (stereo not drawn),i,-19%,-15%,2%,5%,2.2,7%,0.1%,-12%
N#Cc1cccc(NC(=O)CNc2cccc(S(=O)(=O)N3CCCCC3)c2)c1,i,15%,-21%,-7%,-18%,-1.1,?,-0.2%,6%
O=C(Cn1ncc2c3ccccc3n(Cc3ccccc3)c2c1=O)NCCCN1CCCCC1,nt,nt,10%,nt,?,nt,13%,-0.3%,nt
CC(=O)c1cccc(NC(=O)CN2C(=S)NC(C)(C)CC2C)c1 (stereo not drawn),i,-4%,-3%,-3%,14%,-0.6,-6%,-0.1%,1%
Cc1ccccc1NC(=O)COC(=O)c1ccc(C)c(S(=O)(=O)N2CCCCC2)c1,i,5%,nt,0%,-15%,1.7,nt,3.1%,nt
COc1ccccc1C1CC(c2ccccc2)Nc2ncnn21 (stereo not drawn),i,11%,-2%,-2%,-29%,-1.0,nt,0.0%,2%
CCOc1ccc(CCNC(=O)CCS(=O)(=O)c2ccc(Br)cc2)cc1OCC,i,9%,2%,0%,2%,-0.9,-1%,-1.1%,1%
O=C(NCc1ccco1)C1CCCN1C(=O)NCc1ccccc1 (stereo not drawn),i,4%,0%,4%,-2%,-2.0,9%,-0.7%,2%
CCn1c(=O)n(CC)c2cc(N3CCCC3)c(NC(=O)c3cccc(C)c3)cc21,i,4%,-7%,1%,6%,-5.1,-23%,-0.5%,-1%
Cc1c(C(=O)N2CCN(Cc3ccc4c(c3)OCO4)CC2)sc2ncnc(N3CCN(c4ccccc4F)CC3)c12,nt,1%,-3%,1%,5µM*,-74*,1%,0.9%,-5%
O=C(NCc1cccc(Cl)c1)c1cc2c(s1)-c1ccccc1OC2,nt,nt,-3%,nt,?,nt,-11%,-2.3%,nt
O=C1OCCC1=COCCOC=C1CCOC1=O,i,7%,nt,-9%,1%,0.1,nt,0.3%,nt
COc1ccc(C(C)=O)cc1CSc1nnc(-c2ccccc2O)n1-c1ccccc1,i,4%,-15%,-1%,8%,-0.5,nt,0.0%,-1%
Cc1cc2c(C)nc3ccccc3c2o1,i,-9%,-2%,0%,-10%,-0.7,nt,-0.3%,1%
COC(=O)CSc1nnc(-c2cccc(NC(=O)c3ccc(C)cc3)c2)n1C,i,5%,9%,2%,-2%,0.1,nt,0.0%,2%
Cc1ccc(C)c(Nc2c([N+](=O)[O-])ccc3nonc23)c1,i,-1%,-3%,11%,5%,1.8,-5%,1.9%,2%
COc1ccc(OC)c(N(CC(=O)NCCSCc2ccco2)S(=O)(=O)c2ccc(OC)c(OC)c2)c1,i,-3%,-2%,-7%,22%,-1.5,5%,0.0%,-1%
CC(=O)CC1(C)OC(N)=C(C#N)C1(C#N)C#N (stereo not drawn),i,5%,-1%,15%,?,-1.4,nt,2.5%,-1%
Cc1cc(C)nc(-n2cc(C(=O)c3cc(F)ccc3O)cn2)n1,i,-2%,0%,7%,4%,-2.5,25%,3.0%,1%
Cc1ccc(C)c(SCC(=O)Nc2cccnc2Cl)c1,i,4%,1%,-10%,5%,-1.4,-16%,-0.7%,0%
CC(C)=CCC/C(C)=C/CC/C(C)=C/COc1ccc2ccc(=O)oc2c1,i,1%,-2%,-11%,-20%,-0.2,-4%,3.9%,1%
CSCCC(NC(=O)C1CC1)c1nc2ccccc2[nH]1 (stereo not drawn),i,-3%,-6%,15%,0%,0.4,22%,0.1%,0%
COCC(O)Cn1ccnc1N=Nc1ccccc1 (stereo not drawn),i,-2%,nt,6%,5%,-0.3,nt,0.0%,nt
CCNC(=O)c1ccc2c(c1)C1C3CCC(C3)C1C(c1ccccc1)N2 (stereo not drawn),i,14%,-24%,-8%,-11%,1.4,?,2.0%,1%

# Screening results deposited in PubChem BioAssay by National Center for Advancing Translational Sciences (NCATS).
